# PglD inh: C. jejuni PglD acetyltransferase inhibitors, primary screen, biochemical, DTNB colorimetric, single point; UDP-N-acetylbacillosamine N-acetyltransferase PglD (Campylobacter jejuni); 360,000 tested, 0.098% active; AID 602405, 2012; inhibition, % at 12.5 µM; purified PglD enzyme, DTNB colorimetric CoA detection; in the data active = inhibition above about 16%, passing the limit was not always enough; note: strong numbers were not always called active
# PAX8 reporter: inhibitors of PAX8-driven TPO luciferase reporter, primary screen, RMG-I cells, single concentration | SteadyGlo, 24 h | inhibition, % at 12.6 µM | 360,000 tested, 1.2% active;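 active = mean replicate inhibition at least 60% with every replicate also reaching 60%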;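 note: luciferase light reporting Pax8 driven TPO promoter activity; plate controls were median of neutral control wells for no effect and mitoxantrone controls for full effect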
# S100A4 inh HTS: inhibitors of S100A4-myosin IIA peptide binding, primary screen, biochemical, fluorescence polarization, TAMRA-MyoIIA peptide; Protein S100-A4 (Homo sapiens), P26447; inhibition, % at 10.7 µM; 360,000 tested, 0.14% active; AID 652163, 2013;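 active = mean inhibition of at least 70% across replicates, with every replicate also reaching that level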
# Target sequence (P26447 whole entry, looked up): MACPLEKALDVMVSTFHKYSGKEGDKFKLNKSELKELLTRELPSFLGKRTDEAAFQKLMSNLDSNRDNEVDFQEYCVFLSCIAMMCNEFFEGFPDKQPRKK
#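 Material: S100A4 monomer (human). Medium: Calcium-containing HEPES buffer, pH 7.2. Probe or stimulus: labelled myosin peptide probe, 5 nM. Compound dosing: one concentration per compound. Timing: polarization read 5 min after assay mix addition, stable 5–60 min. Benchmarks: DMSO as neutral control, TFP as positive control.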
# EWS-Fli block: EWS/Fli-driven NR0B1 reporter inhibitors, primary screen, A673 cells, NR0B1 luciferase, luminescence, MLPCN library; viability-normalised; 350,000 tested, 0.67% active; inhibition, % at 12.6 µM;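 active = mean inhibition of at least 50% after viability correction, with every replicate also passing that limit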;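 note: firefly luciferase signal divided by Alamar Blue viability fluorescence both relative to DMSO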
# FN deposit inh: inhibitors of fibronectin matrix deposition, primary screen, AH1F cells, Alexa488-fibronectin fluorescence, plate reader | AH1F fibroblasts, overnight | inhibition, % at 12.6 µM | 350,000 tested, 0.086% active | AID 743247, 2014;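 active = mean inhibition across replicates of 30% or more, regardless of how many single replicates reach that level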;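 note: positive control wells lacked labelled fibronectin entirely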
#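 Assay system: AH1F fibroblasts / Quantity: 10000 cells per well / Medium: DMEM plus 2% serum, read in PBS / Reagent: labelled fibronectin 24 nM / Dosing: single dose, pinned / Times: 1 h cell attachment, overnight exposure to compound and label / Signal: fluorescence, ex 485 nm, em 525 nm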
# PGC1a acetyl inh: inhibitors of PGC1a acetylation signal, primary screen, cell-based, U2OS, AlphaScreen, inhibitor mode; AlphaScreen anti-acetyl-lysine; with virally co-expressed GCN5 acetyltransferase; inhibition, % at 15.6 µM; 350,000 tested, 0.17% active; AID 651687, 2012;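 active = every replicate shows inhibition of at least 40%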;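 note: 0% = neutral control wells and 100% = positive control wells; some results beyond the cut were filed as inactive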
# ERAP1 HTS inh: human ERAP1 aminopeptidase inhibitors, primary screen, biochemical, single point, plate reader; 340,000 tested, 0.15% active; Endoplasmic reticulum aminopeptidase 1 (Homo sapiens), Q9NZ08; recombinant ERAP1, Leu-AMC fluorescence, 60 min; inhibition, % at 10.7 µM;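 active = mean replicate inhibition of at least 30%, or all replicates individually reaching that 30% level; inactive = mean below 30% and not every replicate reaching it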;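 note: 0% = neutral control wells and 100% = L-leucinethiol positive control wells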
# Target sequence (Q9NZ08 whole entry, looked up): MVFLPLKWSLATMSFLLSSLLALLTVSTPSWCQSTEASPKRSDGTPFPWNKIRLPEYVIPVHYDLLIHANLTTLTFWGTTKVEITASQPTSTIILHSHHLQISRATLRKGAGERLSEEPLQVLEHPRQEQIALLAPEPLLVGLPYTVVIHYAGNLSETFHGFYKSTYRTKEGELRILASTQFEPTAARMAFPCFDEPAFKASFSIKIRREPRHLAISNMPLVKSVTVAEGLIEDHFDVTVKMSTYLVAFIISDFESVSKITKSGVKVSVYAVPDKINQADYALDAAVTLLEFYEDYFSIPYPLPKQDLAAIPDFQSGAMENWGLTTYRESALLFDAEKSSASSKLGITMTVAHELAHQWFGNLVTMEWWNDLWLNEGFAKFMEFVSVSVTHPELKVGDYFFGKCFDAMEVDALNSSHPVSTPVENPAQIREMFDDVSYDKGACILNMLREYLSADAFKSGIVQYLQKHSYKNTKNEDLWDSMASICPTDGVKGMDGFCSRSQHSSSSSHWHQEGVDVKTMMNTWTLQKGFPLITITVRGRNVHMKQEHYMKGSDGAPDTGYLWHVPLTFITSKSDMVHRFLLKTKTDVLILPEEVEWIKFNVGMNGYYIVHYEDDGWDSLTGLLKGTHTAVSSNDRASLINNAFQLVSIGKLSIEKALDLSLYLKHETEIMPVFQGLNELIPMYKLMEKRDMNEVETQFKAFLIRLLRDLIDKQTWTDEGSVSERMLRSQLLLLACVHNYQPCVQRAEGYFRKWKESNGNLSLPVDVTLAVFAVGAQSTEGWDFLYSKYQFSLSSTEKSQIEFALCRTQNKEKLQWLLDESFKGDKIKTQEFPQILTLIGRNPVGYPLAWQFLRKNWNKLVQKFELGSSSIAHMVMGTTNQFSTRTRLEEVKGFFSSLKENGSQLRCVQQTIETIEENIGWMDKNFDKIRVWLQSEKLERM
# LGR2 antag: inhibitors of bursicon-induced LGR2 CRE-luciferase signal, primary screen, cell-based, HEK293, CRE-luciferase reporter, bursicon stimulation; bursicon-stimulated, 4 h; AID 720647, 2013; Drosophila bursicon receptor LGR2 (rickets); inhibition, % at 9.99 µM; 380,000 tested, 0.35% active;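 active = drop in luminescence signal, shown as inhibition above about 50% in the replicate tests, limit read from the data, passing the limit was not always enough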;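 note: agonist challenge used bursicon conditioned medium at about half maximal strength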
# An asterisk follows results filed as active; · = no result given.
1. NCCCC[C@H](NC(=O)C1CCNCC1)c1nnc([C@@H](N)Cc2ccc(O)cc2)o1
2. C[C@H]1CCCCO[C@@H](CN(C)C(=O)CCC(F)(F)F)[C@@H](C)CN([C@@H](C)CO)C(=O)c2cc(N(C)C)ccc2O1
3. O=C(C[C@@H]1CC[C@H](NC(=O)Nc2cc(F)ccc2F)[C@@H](CO)O1)NCc1ccccn1
4. CCC(C)N(C(=O)CN1C(=O)NC2(CCc3ccccc32)C1=O)C1CCS(=O)(=O)C1 (stereo not given)
5. Cc1nc2ccccc2c(=O)n1/N=C/c1ccc(OC(F)F)cc1
6. O=C(CSC1=Nc2ccccc2C2CC=NN12)Nc1ccc(F)cc1Cl (stereo not given)
7. C[C@H]1CN([C@@H](C)CO)S(=O)(=O)c2ccc(C3=CCCC3)cc2O[C@@H]1CN(C)Cc1ccccn1
8. COc1ccc(C(CC(=O)Nc2ncccc2C)N2Cc3ccccc3C2=O)cc1OC (stereo not given)

assay / entry	1	2	3	4	5	6	7	8
PglD inh	-3	2	-4	9	-1	·	-3	0
PAX8 reporter	4	-5	4	3	29	1	9	-2
S100A4 inh HTS	-1	-20	-7	-6	4	-5	-2	-1
EWS-Fli block	-4	-6	1	1	-21	3	11	3
FN deposit inh	13	·	7	-9	-1	·	2	2
PGC1a acetyl inh	8	-6	-7	·	8	·	-20	-6
ERAP1 HTS inh	·	-2	-2	-1	-1	1	4	-5
LGR2 antag	12	-20	-6	19	0	5	-16	3

# Gathered by group: the entries above with nitrogen in an aromatic ring (five)
1. NCCCC[C@H](NC(=O)C1CCNCC1)c1nnc([C@@H](N)Cc2ccc(O)cc2)o1
3. O=C(C[C@@H]1CC[C@H](NC(=O)Nc2cc(F)ccc2F)[C@@H](CO)O1)NCc1ccccn1
5. Cc1nc2ccccc2c(=O)n1/N=C/c1ccc(OC(F)F)cc1
7. C[C@H]1CN([C@@H](C)CO)S(=O)(=O)c2ccc(C3=CCCC3)cc2O[C@@H]1CN(C)Cc1ccccn1
8. COc1ccc(C(CC(=O)Nc2ncccc2C)N2Cc3ccccc3C2=O)cc1OC (stereo not given)

assay / entry	1	3	5	7	8
PglD inh	-3	-4	-1	-3	0
PAX8 reporter	4	4	29	9	-2
S100A4 inh HTS	-1	-7	4	-2	-1
EWS-Fli block	-4	1	-21	11	3
FN deposit inh	13	7	-1	2	2
PGC1a acetyl inh	8	-7	8	-20	-6
ERAP1 HTS inh	·	-2	-1	4	-5
LGR2 antag	12	-6	0	-16	3

# 3 entries drawn at random from those above:
4. CCC(C)N(C(=O)CN1C(=O)NC2(CCc3ccccc32)C1=O)C1CCS(=O)(=O)C1 (stereo not given)
2. C[C@H]1CCCCO[C@@H](CN(C)C(=O)CCC(F)(F)F)[C@@H](C)CN([C@@H](C)CO)C(=O)c2cc(N(C)C)ccc2O1
3. O=C(C[C@@H]1CC[C@H](NC(=O)Nc2cc(F)ccc2F)[C@@H](CO)O1)NCc1ccccn1

assay / entry	4	2	3
PglD inh	9	2	-4
PAX8 reporter	3	-5	4
S100A4 inh HTS	-6	-20	-7
EWS-Fli block	1	-6	1
FN deposit inh	-9	·	7
PGC1a acetyl inh	·	-6	-7
ERAP1 HTS inh	-1	-2	-2
LGR2 antag	19	-20	-6

# (continued)
9. CN(Cc1ccco1)C(=O)CN1C(=O)NC(c2ccccc2)(c2ccccc2)C1=O
10. CO[C@@H]1CN(C)C(=O)c2ccc(NC(=O)c3ccccc3)cc2OC[C@H](C)NC[C@H]1C
11. COc1ccc(C(C)(O)c2nc(-c3ccccc3)cs2)cc1 (stereo not given)
12. Cc1sc2ncn(CC(=O)NCCCC(=O)NCc3ccc(F)cc3)c(=O)c2c1C
13. CCCNC(=O)Nc1ccc2c(c1)OC[C@@H](C)N(CCC)C[C@H](C)[C@H](OC)CN(C)C2=O
14. O=C(CSc1nnc(CNC(=O)C23CC4CC(CC(C4)C2)C3)n1-c1ccccc1)Nc1ccc(F)cc1
15. Cc1noc(/C=C/c2ccco2)c1S(=O)(=O)N1CCC(C(=O)N(C)Cc2ccccc2)CC1
16. CN(C)C(=O)C[C@H]1CC[C@@H]2[C@@H](COc3ccc(NC(=O)C4CCOCC4)cc3C(=O)N2C)O1

assay / entry	9	10	11	12	13	14	15	16
PglD inh	·	-1	4	3	0	8	-2	-4
PAX8 reporter	2	-8	34	14	6	17	·	-11
S100A4 inh HTS	0	6	-4	-3	9	-4	10	9
EWS-Fli block	-2	0	43	2	0	4	·	-2
FN deposit inh	0	24	1	-1	3	1	2	-34
PGC1a acetyl inh	·	3	-4	-7	-3	0	-12	2
ERAP1 HTS inh	1	-1	-1	-7	0	0	1	-3
LGR2 antag	11	9	-3	-11	9	7	7	-3

17. COc1ccccc1C(=O)Nc1sc(C(=O)N2CCCC2)c(C)c1C#N
18. Cc1nc2ccc(S(=O)(=O)NC(C(=O)N3CCn4c3nc3ccccc34)C(C)C)cc2s1 (stereo not given)
19. COc1cc2c(cc1OC)C1(Nc3c-2c(C)nn3-c2ccccc2)C(=O)Nc2ccccc21 (stereo not given)
20. Cc1ccc(CNC(=O)CCc2nc3ccccc3c(=O)[nH]2)cc1
21. COCC#Cc1cnc2c(c1)C(=O)N([C@@H](C)CO)C[C@@H](C)[C@@H](CN(C)C(=O)Cc1ccccc1)O2
22. COc1ccccc1NC(=O)c1cc(-c2cc(OC)c(OC)c(OC)c2)nc2ccccc12
23. C[C@H]1CN([C@@H](C)CO)C(=O)c2ccccc2-c2ccccc2CO[C@@H]1CN(C)S(=O)(=O)c1cn(C)cn1
24. C[C@@H]1CCCCO[C@H](CN(C)Cc2ccc3c(c2)OCO3)[C@@H](C)CN([C@@H](C)CO)C(=O)c2cc(NS(=O)(=O)c3ccccc3)ccc2O1

assay / entry	17	18	19	20	21	22	23	24
PglD inh	·	0	6	3	5	-1	-1	-2
PAX8 reporter	-15	-13	·	15	-16	17	-3	-2
S100A4 inh HTS	-2	21	-2	·	0	-3	-36	-3
EWS-Fli block	-13	0	·	·	6	2	0	5
FN deposit inh	·	13	·	-2	·	-2	-2	-5
PGC1a acetyl inh	-5	-19	·	12	6	4	0	-12
ERAP1 HTS inh	5	·	0	·	-4	-2	-3	-5
LGR2 antag	-6	14	-12	·	-3	13	0	-7

25. CN(C(=O)CSc1ccc2c(c1)OCCO2)c1ccccc1
26. Cc1cc(C)c(S(=O)(=O)Nc2ccc(Cl)cn2)c(C)c1
27. O=C(CC(C(=O)NCc1ccccc1)c1nc2ccccc2c(=O)[nH]1)NCc1ccccc1 (stereo not given)
28. Oc1ccc(-c2csc(Nc3ccccn3)n2)c(O)c1
29. C[C@@H]1CCCCO[C@@H](CN(C)C(=O)c2ccccc2)[C@H](C)CN([C@@H](C)CO)C(=O)c2cc(NC(=O)NC3CCCCC3)ccc2O1
30. COc1ccccc1OCC(O)CN1CCOCC1 (stereo not given)
31. C[C@@H](O)C#Cc1cnc2c(c1)C(=O)N([C@@H](C)CO)C[C@H](C)[C@H](CN(C)C(=O)c1ccc(F)cc1)O2
32. O=C(COc1ccc(Cl)cc1Br)Nc1ccccc1N1CCCC1

assay / entry	25	26	27	28	29	30	31	32
PglD inh	2	-3	14	-7	1	-8	2	·
PAX8 reporter	-198	-8	1	-126	2	-11	·	-28
S100A4 inh HTS	0	-3	-3	3	4	-23	8	-1
EWS-Fli block	-92	-3	-2	-59	9	-3	18	-20
FN deposit inh	-2	-4	3	8	-1	1	·	10
PGC1a acetyl inh	0	·	-10	9	-2	·	-1	5
ERAP1 HTS inh	1	-1	·	8	-2	1	0	2
LGR2 antag	-75	15	-8	-75	0	-3	-21	-5

33. C[C@H]1CN([C@@H](C)CO)C(=O)c2cccc(NS(=O)(=O)c3ccc(F)cc3)c2O[C@@H]1CN(C)C(=O)Nc1ccc(F)cc1
34. CO[C@H]1CN(C)C(=O)c2ccc(NC(=O)c3ccc(F)cc3)cc2OC[C@H](C)NC[C@H]1C
35. O=C(O)CNC(=O)/C(=C\c1ccc2c(c1)OCO2)NC(=O)c1ccc(Br)cc1
36. O=C(NC1CCCc2ccccc21)c1ccccc1Br (stereo not given)
37. Cc1ccccc1-c1ccc([C@@H]2[C@@H](CO)N3CCCCN(S(=O)(=O)Cc4ccccc4)C[C@H]23)cc1
38. C[C@@H]1CN([C@@H](C)CO)C(=O)c2cccc(NC(=O)c3ccncc3)c2O[C@@H]1CN(C)C(=O)Nc1ccc2c(c1)OCO2
39. Cc1ccc(-c2csc(N(C)C(=O)c3c(C)nn(-c4ccccc4)c3Cl)n2)cc1
40. Cc1ccc(NC(=O)CCN2C(=O)NC(C)(C)C2=O)cc1F

assay / entry	33	34	35	36	37	38	39	40
PglD inh	3	0	4	0	-1	0	5	7
PAX8 reporter	·	-10	5	·	11	·	·	9
S100A4 inh HTS	-9	0	4	-3	-16	3	-1	1
EWS-Fli block	1	0	5	9	9	-93	-8	0
FN deposit inh	·	17	-4	·	-10	·	·	9
PGC1a acetyl inh	4	15	0	12	-15	4	-6	·
ERAP1 HTS inh	-2	-2	3	0	0	·	0	-4
LGR2 antag	-3	5	5	8	9	12	-17	26

41. Cc1cccn2c(=O)c3cc(C(=O)N4CCN(Cc5ccccc5)CC4)sc3nc12
42. COc1ccccc1-c1ccc(SCc2ccc([N+](=O)[O-])cc2)nn1
43. NC(=O)c1nn(Cc2ccccc2)c(=O)c2ccccc12
44. c1ccc(CCn2c(C3CC3)nc3ccccc32)cc1
45. N#C[C@H]1[C@@H](c2ccc(C3=CCCCC3)cc2)[C@@H](CO)N1C(=O)c1ccccn1
46. COc1ccc(CCNC(=O)c2c(O)c3ccccc3n(C)c2=O)cc1
47. O=C(NCCN1CCNC1=O)C1CCC(=O)N(Cc2ccccc2F)C1 (stereo not given)
48. Cc1ccccc1NC(=O)C1COc2ccccc2O1 (stereo not given)

assay / entry	41	42	43	44	45	46	47	48
PglD inh	3	·	1	2	-4	1	1	4
PAX8 reporter	33	-1	13	·	15	-1	-9	-21
S100A4 inh HTS	-5	-2	1	-4	-2	2	-1	1
EWS-Fli block	10	-14	-3	-6	-6	11	·	-10
FN deposit inh	-15	-17	-3	·	-11	-3	4	-2
PGC1a acetyl inh	4	-12	·	4	-3	-3	·	16
ERAP1 HTS inh	-38	-5	-1	1	1	-2	-3	-2
LGR2 antag	-7	-11	8	-27	-3	2	-13	·

49. CC1=C(C(=O)N(C(C)C)C(C)C)CC(CC(=O)NCCc2ccccn2)C(=O)N1Cc1ccccc1 (stereo not given)
50. CCC(=O)NC[C@@H]1[C@H](c2ccc(C3=CCCC3)cc2)[C@H](CO)N1C(C)=O
51. Cn1c(CN2CCCC2)nc2cc(NC(=O)c3ccco3)ccc21
52. CCOC(=O)C1(Cc2ccccc2C)CCCN(C(=O)c2ccc3nccnc3c2)C1 (stereo not given)
53. CS(=O)(=O)N1CC2(C1)[C@@H](c1ccccc1)[C@@H](CO)N2C(=O)c1ccccc1

assay / entry	49	50	51	52	53
PglD inh	1	4	-3	-1	·
PAX8 reporter	-7	-5	·	7	2
S100A4 inh HTS	-3	-10	-2	-9	3
EWS-Fli block	0	-6	·	-14	11
FN deposit inh	-1	·	·	-2	·
PGC1a acetyl inh	-7	11	3	-5	6
ERAP1 HTS inh	·	1	-1	-1	-4
LGR2 antag	1	-7	-20	3	6

# Compound activity (PubChem)
